# Bioassay records from PubChem.
# Apaf1 inhib = blocks human Apaf-1 apoptosome activity. O14727. inhibition, % at 20 µM. reconstituted apoptosome caspase-3 activity, DEVD-Rh110 fluorescence. hit rate 0.71% among 330,000. AID 489030; active means inhibition of at least 40% at 20 µM;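 further: plate controls were DMSO wells for no effect and DEVD-CHO caspase inhibitor wells for full effect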
#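 Material: biochemical Apaf-1 apoptosome reconstitution. Medium: Hepes buffer, pH 7.5. Also added: cytochrome c activation, bis-DEVD rhodamine 110 substrate. Timing: 30 min compound preincubation, 50 min activation, room temperature. Measured by: rhodamine 110 fluorescence at Ex 480/Em 540 nm.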
# A3G deaminase = APOBEC3G (human) deaminase inhibition; Q9HC16; recombinant A3G, ssDNA deamination FAM/TAMRA fluorescence; inhibition, % at 20 µM; hit rate 0.28% among 330,000;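 active means inhibition of at least 40% at 20 µM, with no more than 30% in the related APOBEC3A deaminase screen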;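 further: plate controls were DMSO wells with A3G for no effect and wells lacking A3G enzyme for full effect; some compounds called inactive have numbers as strong as hits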
# SENP1 inh = blocks the human SENP1 SUMO protease catalytic domain. Q9P0U3. recombinant SENP1 catalytic domain, CyPet-SUMO1-YPet FRET cleavage. inhibition, % at 10 µM. hit rate 0.21% among 360,000. AID 624204;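 active means inhibition at least 30% at 10 µM, raw YFP signal under a set limit, fluorescence ratio 0.5 to 1.5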;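 further: 0% = enzyme with DMSO and 100% = no enzyme wells; some results filed as inactive read as strong as hits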
# Target sequence (Q9P0U3 419-644 limits assumed): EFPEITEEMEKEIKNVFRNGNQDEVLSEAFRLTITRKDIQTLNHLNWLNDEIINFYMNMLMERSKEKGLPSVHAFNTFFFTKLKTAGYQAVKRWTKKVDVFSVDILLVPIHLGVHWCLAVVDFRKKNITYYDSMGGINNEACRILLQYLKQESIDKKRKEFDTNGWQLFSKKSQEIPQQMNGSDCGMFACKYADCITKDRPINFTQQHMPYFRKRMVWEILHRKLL
#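 Compound: 10 µM single point, 0.5% DMSO; Test system: hSENP1 catalytic domain, recombinant; Timing: 50 min reaction at room temperature; Technique: FRET, CFP and YFP emission; Control set: no-enzyme wells low, DMSO-plus-enzyme wells high control.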
# SENP7 block = blocks the human protease SENP7; recombinant SENP7, Z-RLRGG-aminoluciferin luminescence, 40 min; hit rate 1.5% among 330,000; inhibition, % at 5 µM; Q9BQF6;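 active means inhibition above about 50% at the single test dose, limit read from the data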;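 further: plate controls were DMSO with enzyme for no effect and no enzyme buffer wells for full effect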
# Target sequence (Q9BQF6 706-1050 limits assumed): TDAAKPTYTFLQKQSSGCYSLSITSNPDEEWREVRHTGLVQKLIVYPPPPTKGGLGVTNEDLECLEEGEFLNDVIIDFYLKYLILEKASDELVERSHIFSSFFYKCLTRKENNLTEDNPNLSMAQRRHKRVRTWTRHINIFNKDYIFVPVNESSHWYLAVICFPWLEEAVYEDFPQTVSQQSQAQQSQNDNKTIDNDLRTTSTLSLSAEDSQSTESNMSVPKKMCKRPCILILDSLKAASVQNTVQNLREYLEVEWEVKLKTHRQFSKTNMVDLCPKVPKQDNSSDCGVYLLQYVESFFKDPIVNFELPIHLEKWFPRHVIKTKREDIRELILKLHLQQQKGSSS
# SENP8 block-1 = inhibitors of human SENP8 protease. hit rate 1.2% among 330,000. AID 2540. inhibition, % at 10 µM. purified SENP8, Z-RLRGG-aminoluciferin cleavage, luminescence. Q96LD8; in the data active means inhibition above about 50%
# Target sequence (Q96LD8 whole entry, looked up): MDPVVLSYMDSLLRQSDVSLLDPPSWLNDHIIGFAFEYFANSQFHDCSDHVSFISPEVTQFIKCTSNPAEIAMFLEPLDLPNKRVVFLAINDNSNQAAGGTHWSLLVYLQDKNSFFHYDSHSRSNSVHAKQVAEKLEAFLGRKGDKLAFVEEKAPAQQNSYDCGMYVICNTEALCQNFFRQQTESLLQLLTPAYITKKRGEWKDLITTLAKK
# SENP6 block = SENP6 protease inhibition; hit rate 1.8% among 330,000; Q9GZR1; Recombinant SENP6 catalytic domain, aminoluciferin luminescence; inhibition, % at 10 µM;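 active means inhibition above about 50% at the single tested dose, limit read from the data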;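 further: plate controls were DMSO wells with enzyme for no effect and DMSO wells lacking enzyme for full effect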
# UBC13 polyUb = blocks human UBC13 polyubiquitin chain formation. hit rate 0.47% among 330,000. P61088. TR-FRET. inhibition, % at 20 µM. AID 485273; in the data active means inhibition above about 45%, passing the limit was not always enough
# Target sequence (P61088 whole entry, looked up): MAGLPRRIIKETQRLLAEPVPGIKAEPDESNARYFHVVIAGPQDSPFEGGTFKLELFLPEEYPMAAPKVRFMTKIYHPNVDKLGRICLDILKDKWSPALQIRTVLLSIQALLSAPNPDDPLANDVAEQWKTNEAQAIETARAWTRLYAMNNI
# SENP8 block-2 = SENP8 (human) protease inhibition | hit rate 0.64% among 360,000 | Q96LD8 | AID 602440 | recombinant SENP8, Nedd8 substrate fluorescence | inhibition, % at 20 µM; in the data active means inhibition mostly above about 40%, no sharp cut-off; inactive means mostly below about 27%
# * marks the source's active call; other numbers are inactive results; i = inactive; · = no result given.
SMILES,Apaf1 inhib,A3G deaminase,SENP1 inh,SENP7 block,SENP8 block-1,SENP6 block,UBC13 polyUb,SENP8 block-2
CCCNC(=O)C(=O)c1cccn1-c1ccsc1C(=O)OC,-2,-1,0,6,8,12,0,21
CCOC(=O)C1CCCN(C(=O)Cc2ccc(OC)c(OC)c2)C1 (stereo unspecified),0,-2,0,-5,-2,-7,-3,0
COc1cc(C(CC(=O)N2CCN(c3ccccc3)CC2)c2c(OC)cc(OC)c3ccc(=O)oc23)cc(OC)c1OC (stereo unspecified),9,-6,-11,-4,-1,0,1,-299
COC(=O)C1=CN(Cc2cccs2)C=C(C(=O)OC)C1c1cccc(Cl)c1,3,-7,-104,-10,1,7,9,-436
COc1ccc(C(=O)Nc2ccc(/C(C)=N/NC(=O)c3ccccc3O)cc2)cc1OC,-176,-3,0,3,-5,-3,0,0
COc1ccc(NC(=O)c2cc(-c3cc(C)cc(C)c3O)n[nH]2)cc1Cl,30,0,0,-2,3,-16,-18,13
CCCC(=O)Nc1cc(=O)[nH]c2ncnn12,6,-6,1,0,9,-4,-6,31
CCC(NC(=O)CCc1c(C)c2cc3c(C)c(C)oc3cc2oc1=O)C(=O)N[C@@H](Cc1ccccc1)C(=O)O (stereo partly specified),-1,-10,-32,-8,7,-13,3,-199
NC(=O)c1ccccc1NC(=O)N1CCOCC1,3,-5,3,4,-3,-7,8,-3
CC(C)c1ccc(NC(=O)N2CCCC2C(=O)Nc2ccc(-n3cnnn3)cc2)cc1 (stereo unspecified),1,-3,0,-3,-2,-3,4,10
CCOc1ccc(NC(=O)NC2CC(=O)N(c3ccc(OC)cc3)C2)cc1 (stereo unspecified),0,2,1,3,1,0,-1,21
COc1ccc(CC(=O)NNC(=O)COc2ccc(C)cc2)cc1S(=O)(=O)N1CCOCC1,-4,-8,0,9,-2,-18,-2,-2
O=C(CSc1nccn(-c2ccc(F)c(Cl)c2)c1=O)NC1CCCC1,-9,-2,-7,-2,-3,-17,-7,i
O=C(NC1CCC(O)CC1)c1ccc2c(c1)S(=O)(=O)N=C1CCCCCN12 (stereo unspecified),-9,-11,0,-1,10,-5,2,2
COC(=O)C1=C(C)N(CCCC(=O)O)C(=O)NC1c1ccc(-c2ccccc2)cc1 (stereo unspecified),9,-2,2,-7,0,5,-15,7
O=C1CN(C(=O)COC(=O)CCCOc2ccccc2)c2ccccc2N1,4,-8,2,-8,-11,-16,-10,6
O=C(CCC1N=C2c3ccccc3N=C(SCc3ccc(Cl)cc3)N2C1=O)NCc1ccco1 (stereo unspecified),41*,-7,-1,-4,-2,-1,15,-267
CC(C)CNC(=S)NNC(=O)c1ccco1,-2,-9,-1,9,2,1,7,13
Cc1cccc(-n2c(-c3cccc([N+](=O)[O-])c3)nc3nc4ccccc4nc32)c1,4,2,·,-7,-1,-4,13,·
O=C(Cc1cccs1)Nc1cccc(C(=O)Nc2ccc(C(=O)O)cc2)c1,8,2,3,-8,0,4,0,2
COc1ccc(-c2nc(N)n(S(=O)(=O)c3ccc(C)cc3)n2)cc1,3,-8,0,0,-2,-13,6,6
CCOC(=O)[C@@H]1[C@H]2COc3ccccc3[C@H]2N2C(=O)N(c3ccc(Cl)cc3)C(=O)[C@@]12C,7,-7,-1,6,-7,-22,-8,0
O=C(O)/C=C/C(=O)Nc1ccccc1C(=O)OCC(=O)c1ccc2c(c1)OCCO2,-3,-1,-2,25,41,34,-7,-73
COC(=O)c1ccc(C(=O)NC2CCCN(Cc3ccc(Cl)cc3)C2)nc1 (stereo unspecified),-1,-9,-2,1,4,-23,4,6
COc1ccc2cc(C(=O)N3CCOCC3)sc(=O)c2c1OC,-4,0,-2,-3,2,-3,-9,-16

# Reprinted at random: 2 records from the list
SMILES,Apaf1 inhib,A3G deaminase,SENP1 inh,SENP7 block,SENP8 block-1,SENP6 block,UBC13 polyUb,SENP8 block-2
CCCC(=O)Nc1cc(=O)[nH]c2ncnn12,6,-6,1,0,9,-4,-6,31
COc1ccc(-c2nc(N)n(S(=O)(=O)c3ccc(C)cc3)n2)cc1,3,-8,0,0,-2,-13,6,6

# Next part
SMILES,Apaf1 inhib,A3G deaminase,SENP1 inh,SENP7 block,SENP8 block-1,SENP6 block,UBC13 polyUb,SENP8 block-2
COc1ccccc1N1C(=O)c2ccccc2NC1C(OC)OC (stereo unspecified),-13,-9,-2,1,2,0,19,-259
COC(=O)c1cc(NC(=O)COC(=O)C2COc3ccccc3O2)cc(C(=O)OC)c1 (stereo unspecified),-1,-4,1,3,1,-2,12,22
CC(=O)Nc1ccc(OCC(O)CN2CCN(c3ccccc3Cl)CC2)cc1 (stereo unspecified),0,2,2,6,0,4,6,16
Nc1ncnc2c1ncn2[C@@H]1O[C@H](CNC(=O)[C@H](N)Cc2cscn2)[C@@H](O)[C@H]1O,16,1,-1,0,·,·,·,13
CC(O)CNCCCOc1cccc(Oc2ccccc2)c1 (stereo unspecified),-8,0,4,6,0,8,-4,15
COc1ccc(CNC(=O)Cn2cnc3c(NCc4ccccc4)ncnc32)cc1,3,0,0,-8,·,·,·,4
CCCCC(=O)NNC(=S)NCc1ccccc1,0,1,-2,4,2,-16,-2,8
Clc1ccccc1-c1ncnc2ccc(Br)cc12,2,1,1,6,1,16,5,-2
COc1ccc(OC)c(CN(CCN2CCOCC2)S(=O)(=O)c2ccc(NC(C)=O)cc2)c1,-2,0,1,1,0,-16,-1,4
COc1ccccc1NC(=O)c1ccc(Br)o1,8,2,2,6,-5,-12,0,20
O=S(=O)(NCCc1nnc2ccc(SCc3cccnc3)nn12)c1ccccc1,3,-9,0,-4,-12,-21,-8,0
Cc1cccc(OCC(=O)O/N=C(\N)c2ccccn2)c1C,5,-5,3,5,-5,47,-8,16
Cc1cccc(OCCCC(=O)Nc2ccc(S(=O)(=O)Nc3ncccn3)cc2)c1C,4,-7,-3,14,6,-1,-11,-3
Cc1cc(Cl)ccc1OCCCC(=O)N1CCN(S(=O)(=O)c2ccccc2)CC1,24,-10,4,-10,-5,-1,-5,13
CC(/C=N/NC(=O)c1ccc(Cn2cc([N+](=O)[O-])cn2)o1)=C\c1ccccc1,21,-8,2,-3,-9,-15,-2,-20
C[C@H](CO)N1C[C@H](C)[C@@H](CN(C)S(=O)(=O)c2ccccc2)Oc2c(NC(=O)Cc3ccccc3)cccc2C1=O,7,-6,-1,-4,12,4,1,13
Cc1nn(C)c(N)c1[N+](=O)[O-],-11,-3,2,-1,1,-3,2,2
CC1(c2ccccc2)NC(=O)N(CC(=O)NCc2ccc3c(c2)OCO3)C1=O (stereo unspecified),-10,-7,2,-9,-9,14,2,6
NC(=O)c1ccsc1NC(=O)C1CCCCC1,5,-5,-3,1,2,-7,11,16
CCOc1ccc(-c2nc3c(s2)CCc2onc(-c4ccc(OC)cc4)c2-3)cc1,16,-2,2,2,2,6,1,-270
CC(C)c1c(C(=O)N/N=C/c2ccc(C(F)(F)F)cc2)nnn1-c1nonc1N,25,-2,-14,-9,-11,-2,0,9
C[C@@H]1C=C(C(=O)N2CCN(Cc3ccccc3)CC2)O[C@H](OCc2ccc(CO)cc2)C1,8,-6,-2,0,-10,-19,0,3
CCCCC1C2=C(CC(C)(C)CC2=O)OC2=C1C(=O)CC(C)(C)C2,33,0,1,-1,-1,0,4,10
CCCC(=O)N(CCN(Cc1ccccc1)C(=O)CCC)Cc1ccccc1,14,-9,1,-7,6,7,9,22
O=[N+]([O-])c1ccc(N2CCCCC2)s1,4,-4,6,-4,-4,4,-385,22

# 5 structures out of the list, sorted by molar mass, smallest number first:
SMILES,Apaf1 inhib,A3G deaminase,SENP1 inh,SENP7 block,SENP8 block-1,SENP6 block,UBC13 polyUb,SENP8 block-2
Cc1cccc(OCC(=O)O/N=C(\N)c2ccccn2)c1C,5,-5,3,5,-5,47,-8,16
Clc1ccccc1-c1ncnc2ccc(Br)cc12,2,1,1,6,1,16,5,-2
COc1ccccc1N1C(=O)c2ccccc2NC1C(OC)OC (stereo unspecified),-13,-9,-2,1,2,0,19,-259
CC(/C=N/NC(=O)c1ccc(Cn2cc([N+](=O)[O-])cn2)o1)=C\c1ccccc1,21,-8,2,-3,-9,-15,-2,-20
CC(=O)Nc1ccc(OCC(O)CN2CCN(c3ccccc3Cl)CC2)cc1 (stereo unspecified),0,2,2,6,0,4,6,16

# (more compounds)
SMILES,Apaf1 inhib,A3G deaminase,SENP1 inh,SENP7 block,SENP8 block-1,SENP6 block,UBC13 polyUb,SENP8 block-2
Cc1ccc(NC(=O)c2ccnc(C(C)(C)C)c2)cc1,13,-11,1,-9,-2,-9,-6,7
C=CC1=C(C(=O)O)N2C(=O)C(NC(=O)Cc3ccccc3)C2SC1 (stereo unspecified),3,73,-1,-7,-1,-17,-4,-5
CO/N=C/NC(=O)c1c(OC)ccnc1Oc1ccc(Cl)cc1,-11,-6,3,3,-1,2,1,14
Cc1cccc(NC(=S)NCCSc2ccc(Cl)cc2)c1,9,-4,0,11,5,6,-1,13
COc1ccc(CNC(=O)CCn2nc(C)c3c(C)n(-c4ccccc4)nc3c2=O)c(OC)c1,2,-4,0,5,-1,7,-1,17
C=CCNC(=S)NNc1ncnc2sc3c(c12)CC(C)(C)OC3,2,-6,-2,3,1,-6,-2,8
COc1ccc(NC(=O)c2c(N)no[n+]2[O-])cc1,-1,-3,1,7,3,-20,9,-5
CN(Cc1cccnc1)C(=O)c1ccc(Cl)c(NS(=O)(=O)c2ccc(F)cc2)c1,1,-6,1,5,-2,0,-4,-2
O=C(c1cc([N+](=O)[O-])ccc1Cl)N1CCN(Cc2ccc3c(c2)OCO3)CC1,1,-2,0,5,1,-9,-7,19
O=C(CNC(=O)c1cc2ccccc2o1)NCc1cccs1,-9,-5,0,-7,-6,-7,2,26
CCSc1nc(N2CCOCC2)c2c(c1C#N)CC(C)(C)N(C)C2,15,-1,-104,-8,-8,2,-6,-20
Oc1ccc(CN2CCCCC2)c2cccnc12,-7,-4,-5,0,-5,-24,0,22
Cc1noc(C)c1S(=O)(=O)N1CCN(C(c2ccccc2)c2ccc(Cl)cc2)CC1 (stereo unspecified),-108,-5,1,9,-3,3,-15,5
O=C(O)CSC1c2ccccc2C(=O)N1Cc1ccccc1 (stereo unspecified),4,-4,-2,2,1,-1,-1,17
COc1ccc2nc(SCC(=O)Nc3nccs3)[nH]c2c1,-2,-8,0,-10,-8,-14,-7,8
NC(=S)N=Nc1c(O)n(C2OC(=O)c3ccccc32)c2ccccc12 (stereo unspecified),6,-3,3,-1,-2,-7,88*,49*
Cc1sc(NC(=O)c2ccccc2F)c(CN2CCCCC2C)c1C (stereo unspecified),-2,-3,2,-6,-3,2,-9,-14
Fc1ccc(CNc2nc3ccccc3n3nnnc23)cc1,5,-10,-64,2,2,-3,3,-383
CC(C)(C)NC(=O)CCN(/N=C/c1ccccc1F)C1=NS(=O)(=O)c2ccccc21,9,-8,-1,-8,-3,-26,-1,-87
Cc1cc(C)nc(SCC(=O)c2ccc([N+](=O)[O-])cc2)n1,5,-5,2,4,2,0,-2,23
CC(=O)Nc1ccc2oc(-c3ccccc3Br)nc2c1,7,-2,1,59*,58*,84*,19,-222
COc1ccc(CN2[C@@H](CC(=O)O)c3ccccc3S2(=O)=O)cc1,3,-12,3,-6,-15,-9,-8,14
Cc1ccc2cccc(NC(=O)c3ccc(Br)o3)c2n1,16,-3,0,5,-8,-11,13,-5
O=S(=O)(Nc1ccc(S(=O)(=O)N2CCCC2)cc1)c1ccccc1Br,-1,-3,-1,-13,-10,-19,-18,0
Cc1cc(C)c(NC(=O)C2CCCN2CCC(C)C)c(C)c1 (stereo unspecified),9,-3,2,-1,-2,-3,1,23
NC(=O)C(Cc1ccccc1)NC(=O)C12CC3CC(CC(C3)C1)C2 (stereo unspecified),-5,-1,-3,3,-1,10,3,2
COc1cccc(CNC(=O)C2(C)Oc3ccccc3NC2=O)c1 (stereo unspecified),11,-6,1,-5,-4,-19,-9,21
COc1ccc(S(=O)(=O)NC2CC3CCC2C3)cc1Cl (stereo unspecified),-6,-3,-1,-1,7,-3,8,11
